# Assay outcomes: PubChem, University of Kansas High Throughput Screening Laboratory
# mHTT-CaM PPI inh: mHTT-calmodulin interaction abrogation; inhibition, % at 15 µM; AlphaScreen His-mHTT/GST-CaM binding, luminescence; 3.6% of 190,000 active; P42858; AID 1671202;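 further: 0% = both proteins with DMSO and 100% = one protein alone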
# Target sequence (P42858 whole entry, looked up, stated change not applied): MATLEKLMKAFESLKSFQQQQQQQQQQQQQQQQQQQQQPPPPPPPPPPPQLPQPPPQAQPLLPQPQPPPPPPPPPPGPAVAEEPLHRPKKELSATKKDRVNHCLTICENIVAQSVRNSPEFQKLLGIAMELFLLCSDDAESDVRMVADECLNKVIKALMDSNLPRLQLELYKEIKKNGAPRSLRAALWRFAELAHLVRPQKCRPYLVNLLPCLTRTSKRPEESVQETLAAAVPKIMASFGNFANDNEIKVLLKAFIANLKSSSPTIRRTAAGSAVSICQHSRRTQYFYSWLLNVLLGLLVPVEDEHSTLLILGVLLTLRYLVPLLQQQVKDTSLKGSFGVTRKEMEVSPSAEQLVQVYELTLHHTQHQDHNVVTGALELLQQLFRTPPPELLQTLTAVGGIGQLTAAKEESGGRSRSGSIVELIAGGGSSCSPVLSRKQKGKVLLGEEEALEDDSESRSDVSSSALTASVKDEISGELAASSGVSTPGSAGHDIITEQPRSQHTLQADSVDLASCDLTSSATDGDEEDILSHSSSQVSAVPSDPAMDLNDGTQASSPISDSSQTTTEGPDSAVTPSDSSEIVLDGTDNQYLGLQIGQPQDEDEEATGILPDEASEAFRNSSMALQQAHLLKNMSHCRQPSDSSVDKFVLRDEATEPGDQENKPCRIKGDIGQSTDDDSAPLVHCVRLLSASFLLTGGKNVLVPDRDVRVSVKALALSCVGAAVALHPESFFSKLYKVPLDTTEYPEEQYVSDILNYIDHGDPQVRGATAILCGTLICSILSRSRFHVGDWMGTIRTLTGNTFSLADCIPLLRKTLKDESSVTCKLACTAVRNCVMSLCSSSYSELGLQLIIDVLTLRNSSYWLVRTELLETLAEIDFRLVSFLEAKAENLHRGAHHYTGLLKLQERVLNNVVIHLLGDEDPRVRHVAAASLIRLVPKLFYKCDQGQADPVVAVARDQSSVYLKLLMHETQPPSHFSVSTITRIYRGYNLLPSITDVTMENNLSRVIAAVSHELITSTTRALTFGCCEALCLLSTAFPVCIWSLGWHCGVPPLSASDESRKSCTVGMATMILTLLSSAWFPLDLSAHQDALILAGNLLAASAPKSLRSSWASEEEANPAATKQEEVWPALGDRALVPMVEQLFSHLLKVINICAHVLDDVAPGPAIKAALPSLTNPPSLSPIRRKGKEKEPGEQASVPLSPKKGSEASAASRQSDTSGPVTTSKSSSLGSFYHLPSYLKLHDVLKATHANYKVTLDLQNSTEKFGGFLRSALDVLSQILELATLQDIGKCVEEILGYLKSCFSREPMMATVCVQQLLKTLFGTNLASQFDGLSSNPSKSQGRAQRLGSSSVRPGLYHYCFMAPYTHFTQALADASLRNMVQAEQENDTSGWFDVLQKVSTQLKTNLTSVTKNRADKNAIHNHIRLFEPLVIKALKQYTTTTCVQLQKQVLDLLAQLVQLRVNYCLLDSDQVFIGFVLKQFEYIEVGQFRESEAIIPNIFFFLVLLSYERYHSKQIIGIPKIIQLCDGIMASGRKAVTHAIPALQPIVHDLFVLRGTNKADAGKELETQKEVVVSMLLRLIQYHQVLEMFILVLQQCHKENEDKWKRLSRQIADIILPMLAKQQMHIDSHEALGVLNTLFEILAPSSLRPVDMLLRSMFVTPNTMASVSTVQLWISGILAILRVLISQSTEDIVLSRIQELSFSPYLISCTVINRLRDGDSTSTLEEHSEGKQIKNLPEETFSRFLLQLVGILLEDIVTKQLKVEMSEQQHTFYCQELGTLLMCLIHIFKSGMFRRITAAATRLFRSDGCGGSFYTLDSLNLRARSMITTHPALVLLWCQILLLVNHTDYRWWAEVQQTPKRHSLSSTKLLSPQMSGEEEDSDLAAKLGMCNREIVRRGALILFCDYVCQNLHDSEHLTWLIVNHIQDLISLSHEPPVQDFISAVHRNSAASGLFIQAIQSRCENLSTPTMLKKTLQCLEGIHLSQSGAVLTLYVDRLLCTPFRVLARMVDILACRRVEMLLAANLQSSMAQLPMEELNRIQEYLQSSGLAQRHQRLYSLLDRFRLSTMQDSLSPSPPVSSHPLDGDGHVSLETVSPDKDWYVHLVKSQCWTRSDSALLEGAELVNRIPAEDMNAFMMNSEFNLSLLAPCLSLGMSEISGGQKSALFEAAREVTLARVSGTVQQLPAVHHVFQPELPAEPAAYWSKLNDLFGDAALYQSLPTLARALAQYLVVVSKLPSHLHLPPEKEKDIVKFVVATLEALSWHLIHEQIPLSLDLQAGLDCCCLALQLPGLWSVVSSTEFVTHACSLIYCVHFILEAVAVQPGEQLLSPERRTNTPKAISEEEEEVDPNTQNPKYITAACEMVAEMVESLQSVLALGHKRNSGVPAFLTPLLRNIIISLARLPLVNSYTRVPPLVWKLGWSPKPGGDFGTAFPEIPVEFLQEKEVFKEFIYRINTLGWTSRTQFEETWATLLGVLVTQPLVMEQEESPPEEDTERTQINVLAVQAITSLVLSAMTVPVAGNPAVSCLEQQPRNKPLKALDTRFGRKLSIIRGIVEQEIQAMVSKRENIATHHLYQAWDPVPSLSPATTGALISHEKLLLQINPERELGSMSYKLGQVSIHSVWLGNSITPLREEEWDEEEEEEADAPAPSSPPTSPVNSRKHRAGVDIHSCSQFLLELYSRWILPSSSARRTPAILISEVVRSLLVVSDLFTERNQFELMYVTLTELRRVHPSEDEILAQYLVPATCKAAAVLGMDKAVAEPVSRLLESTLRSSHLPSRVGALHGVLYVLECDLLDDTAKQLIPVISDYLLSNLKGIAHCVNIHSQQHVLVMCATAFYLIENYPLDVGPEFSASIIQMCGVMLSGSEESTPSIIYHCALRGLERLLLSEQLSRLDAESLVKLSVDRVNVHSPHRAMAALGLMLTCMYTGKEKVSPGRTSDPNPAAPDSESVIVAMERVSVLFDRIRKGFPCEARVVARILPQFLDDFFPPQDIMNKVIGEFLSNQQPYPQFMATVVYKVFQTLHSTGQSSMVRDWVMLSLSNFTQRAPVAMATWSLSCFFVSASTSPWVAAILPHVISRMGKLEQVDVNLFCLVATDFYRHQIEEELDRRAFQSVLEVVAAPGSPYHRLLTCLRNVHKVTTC
# Pf apPOL inh: Pf-apPOL DNA polymerase inhibition. Recombinant Pf-apPOL, molecular beacon fluorescence, 1.5 h. inhibition, % at 10 µM. 0.25% of 210,000 active. AID 1794808
# An asterisk follows results filed as active; x = no result given; & = joins results of further samples; ! = repeats disagree. No stated cut-off is given here; in the data, active means inhibition above about 50%; inactive means the rest.
# The line under a structure holds: mHTT-CaM PPI inh	Pf apPOL inh
> CCCOc1ccc(C2C(C#N)=C(N)Oc3cc(C)oc(=O)c32)cc1OC (centres undefined)
→ 4	1
> O=C(c1cccc([N+](=O)[O-])c1)c1ccc2c(c1)C(=O)N(NC(=O)c1ccco1)C2=O
→ 0	-16
> Cc1cccc(OCc2nnc(SCC(=O)Nc3ccc(C)c(C)c3)o2)c1
→ 5	3
> COc1ccc(CCNC(=S)NC(=O)c2cc(OC)c(OC)c(OC)c2)cc1OC
→ x	-3&-6
> Cc1ccc(NC(=O)Cc2cn(C)c3ccccc23)cc1F
→ 13	0
> N#Cc1c(N=Cc2cc(Cl)cc(Cl)c2O)sc2c1CCC2
→ -3	x
> O=C(C1CCCO1)N1CCN(c2nc(CN3CCOCC3)cs2)CC1 (centres undefined)
→ 7	-4
> O=C(c1cnn2c3c(cnc12)CCCC3)N1CCCCCC1
→ 1	-5
> N#C/C(=C\c1cccs1)c1nc2ccccc2[nH]1
→ 10	3
> COc1ccc(S(=O)(=O)N2CCN(c3ccc([N+](=O)[O-])cc3)CC2)cc1
→ 7	0
> CCc1nccn1Cc1nc(-c2ccc(F)c(Cl)c2)no1
→ 1	1
> O=C(NCCc1cccs1)c1ccc(N2CCNC(c3ccccc3)C2)nc1 (centres undefined)
→ 10	-7
> CCN(CC)CCCN1C(=O)C(O)=C(C(=O)c2ccc(C)o2)C1c1ccc([N+](=O)[O-])cc1 (centres undefined)
→ 1	12
> COc1ccccc1N1CCN(C(=O)C2CCc3sc(C(=O)N(C)C)cc3C2)CC1 (centres undefined)
→ 10	-2
> Oc1ccc2nnc3c(Br)cnn3c2c1
→ x	8
> COC(=O)c1cc(S(=O)(=O)N(Cc2ccc(OC)cc2)Cc2cccn2C)oc1C
→ x	-3
> CC(C)C(=O)Nc1ccc(C(=O)NCCNS(=O)(=O)N(C)C)cc1
→ -17	-1
> O=C1OC(c2cccc(F)c2)=N/C1=C\c1ccccc1Br
→ 7	8
> Cc1ccc(C(=O)N2CCC(C(=O)O)CC2)cc1
→ 2	-1
> COc1cccc(-c2nc(C3CCN(C(=O)Cc4ccccc4C)CC3)no2)c1
→ 2	0
> CC(C)(C)CC(=O)NCc1ccccn1
→ 4	-13
> Cc1oc(C2CCN(C(=O)Cc3c(F)cccc3Cl)CC2)nc1C(=O)N1CCCC1
→ 1	2
> CCCOc1ccccc1/C=C1\C(=O)NC(=N)N1C
→ 4	13
> COc1ccc(S(=O)(=O)Nc2ccc(S(=O)(=O)Nc3ccc(F)cc3)cc2)cc1OC
→ -4	-6
> CCn1cnc2c1c(=O)n(C1CC1)c(=O)n2-c1cccc(C)c1
→ 9	1
> O=C1C2C3C=CC(C3)C2C(=O)N1Nc1ccccc1 (centres undefined)
→ -6	29
> O=C(N/C(=C/c1ccc(Br)cc1)C(=O)N1CCOCC1)c1ccco1
→ 1	-2
> O=C(NCc1csc(C2CCN(C(=O)Cc3ccccc3Cl)CC2)n1)C1CCC1
→ -9	-6
> O[C@@H]1CN(CC2CCCCC2)[C@@H](c2ccccc2)C[C@H]1n1cc(C2CC2)nn1
→ 5	-4
> Nc1c(Cl)c(Cl)nc(C(Cl)(Cl)Cl)c1Cl
→ -5	-2
> Cc1cc(C)cc(-n2c(CN3CCN(C(=O)NCC(C)C)CC3)nc3cccnc32)c1
→ 8	-2
> Cc1ccc(-c2ccnc3c(C(=O)NCc4cccnc4)cnn23)cc1C
→ 3	2
> Cc1ccc(S(=O)(=O)N2CCN(CC(=O)Nc3ccc(F)cc3)CC2)c(C)c1
→ 1	-3
> O=c1/c(=C/c2ccncc2)sc2n1CN(c1cccc(Br)c1)CN=2
→ 17	-6
> COc1ccc(C2=NN(C(=O)CCC(=O)O)C(c3ccc(Br)cc3)C2)cc1 (centres undefined)
→ 15	6
> CCN1CCC2(CC1)N=C(c1ccc(C)c(C)c1)CC(c1cccc(OC)c1O)N2 (centres undefined)
→ 13	-3
> Cc1ccnc(NS(=O)(=O)c2ccc(NC(=O)C(F)(F)F)cc2)n1
→ -1	-10
> CCc1nc(C)cn1S(=O)(=O)c1ccc(C(C)C)cc1
→ -7	-10
> COc1ccccc1CNC(=O)c1oc2ccc(S(=O)(=O)N3CCCCC3)cc2c1C
→ 15	-8
> Cc1ccccc1NS(=O)(=O)c1ccc(Cl)c(C(=O)Nc2ccccc2[N+](=O)[O-])c1
→ 24	7
> C=CCN1[C@H](C)COc2cccc(N3CCSCC3)c2S1(=O)=O
→ -10	-1
> C=CCNC(=O)c1cc2c(=O)n3cccc(C)c3nc2n(CC=C)c1=N
→ -2	-8
> CCN1CCN(CC(O)COCC23CC4CC(CC(C4)C2)C3)CC1 (centres undefined)
→ 2	3
> Cc1ccc(C2=NC3(CCN(CC(=O)Nc4ccc(F)c(Cl)c4)CC3)NC2=O)cc1
→ 8	-1
> COc1ccccc1CNC1=NCCNC12CCN(S(=O)(=O)c1ccccc1C)CC2
→ 6	-3
> Cc1ccccc1N=Cc1c(C)[nH]n(-c2cccc(Cl)c2)c1=O
→ 26	3
> CCOC(=O)C(Oc1ccc2c(=O)c(Oc3ccccc3OC)c(C)oc2c1)c1ccccc1 (centres undefined)
→ 12	-8
> CN(CC(O)COc1ccc(Br)cc1)C1CCCCC1 (centres undefined)
→ 1&-2	-10&4
> CCOc1cc(C(=O)Nc2ccc3c(c2)CCC(=O)N3)cc(OCC)c1OCC
→ -13	-6
> Cc1ccc(S(=O)(=O)NC(=O)NC2Cc3ccccc3C2)cc1
→ x	-2
> O=S(=O)(c1ccccc1)N1c2ccccc2-c2ccccc2S1(=O)=O
→ -3	-6
> O=C(O)CCC(=O)NCc1ccccn1
→ -4	-3
> Fc1cc2[nH]cnc2cc1Cl
→ x	-4
> CN(C)c1cccc(NC(=O)C(c2ccccc2)c2ccccc2)c1
→ 42	-10
> CC(=O)c1cccc(NC(=O)Cc2ccc(Cl)cc2)c1
→ 29	-7
> Cc1cc(C)c(C(=O)Nc2nc3ccc(S(C)(=O)=O)cc3s2)c(C)c1
→ -1	4
> N=c1c(C(=O)NC2CCCC2)cc2c(=O)n3ccccc3nc2n1CC1CCCO1 (centres undefined)
→ -3	-4
> COc1ccc(NC(=O)CC(c2ccc3c(c2)OCO3)c2ccccc2OC)cc1 (centres undefined)
→ 6	-6
> Cc1c(C(=O)NC2CCCCC2)oc2ccc(S(=O)(=O)N3CC(C)CC(C)C3)cc12 (centres undefined)
→ 3	8
> Cc1ccccc1C(=O)Nc1cnc(N2CCCC2)nc1
→ -5	2

# Of the compounds above, these have bromine.
# The line under a structure holds: mHTT-CaM PPI inh	Pf apPOL inh
> Oc1ccc2nnc3c(Br)cnn3c2c1
→ x	8
> O=C1OC(c2cccc(F)c2)=N/C1=C\c1ccccc1Br
→ 7	8
> O=C(N/C(=C/c1ccc(Br)cc1)C(=O)N1CCOCC1)c1ccco1
→ 1	-2
> O=c1/c(=C/c2ccncc2)sc2n1CN(c1cccc(Br)c1)CN=2
→ 17	-6
> COc1ccc(C2=NN(C(=O)CCC(=O)O)C(c3ccc(Br)cc3)C2)cc1 (centres undefined)
→ 15	6
> CN(CC(O)COc1ccc(Br)cc1)C1CCCCC1 (centres undefined)
→ 1&-2	-10&4

# Next structures.
# The line under a structure holds: mHTT-CaM PPI inh	Pf apPOL inh
> Fc1ccccc1-c1nc(-c2ccc3nncn3c2)no1
→ 0	-6
> CCc1ccccc1NC(=O)N1CCC(n2cnc3ccc(C)cc3c2=O)CC1
→ 3	-4
> COc1ccc2cc3cc(C(=O)NCc4ccc(C)cc4)sc3nc2c1
→ 1	-8
> CCc1cccc(NC(=O)C(=O)c2c(O)[nH]c3ccccc23)c1
→ 11	-6
> Cc1ccc(N=C2NC(=O)/C(=C/c3ccc(C)s3)S2)cc1
→ 9	-1
> Cc1cc(C)cc(C(=O)NCC2CCN(c3cc(-c4cccnc4)[nH]n3)CC2)c1
→ 21	-3
> CCOc1ccc(C(C)NC(=O)c2cccc([N+](=O)[O-])c2)cc1 (centres undefined)
→ 3	-8
> CCC(C)NC(=O)c1cc2n(n1)C(C(F)(F)F)CC(c1ccc3c(c1)OCO3)N2 (centres undefined)
→ 3	-1
> COCCn1c(CC2CCN(C(=O)c3cccc(OC)c3)C2)nc2cccnc21 (centres undefined)
→ -1	-5
> Cc1[nH]c(=O)[nH]c(=O)c1S(=O)(=O)Nc1ccc(S(N)(=O)=O)cc1
→ -4	-2
> Cc1cc(NC(=O)CSc2nnc(Cc3cccn3C)n2CCc2ccccc2)no1
→ -13	-4
> NO
→ x	3
> O=C(Sc1cccs1)C1CC2C=CC1CC2 (centres undefined)
→ x	-8
> CCn1c(SCC(=O)Nc2ccc(F)cc2)nnc1-c1ccccc1
→ -2	-19
> CCn1cc2c3c(cccc31)CN(C(=O)Nc1cc(C)cc(C)c1)CC2
→ -2	-1
> COc1ccc(C2=NN(C(=O)CN3CCN(C)CC3)C(c3ccccc3C)C2)cc1 (centres undefined)
→ 42	-3
> Cc1cc(C)cc(N=Cc2cc(Br)ccc2O)c1
→ 0	-10
> O=C(c1ccccc1)c1ccc(OCCn2cnc3ccccc3c2=O)cc1
→ -4	-12
> N#Cc1c(Cl)nsc1-c1ccc(Cl)cc1Cl
→ 8	-3
> Clc1ccc(C2C=C(c3ccccc3)Nc3nnnn32)c(Cl)c1 (centres undefined)
→ 0	-1
> Cc1ccc(S(=O)(=O)N2CCN(c3ccc(Cl)cc3C)C(=O)C2C)cc1 (centres undefined)
→ -4	-1
> Cc1ccc(S(=O)(=O)NC(C)(C)C)cc1
→ -4	-7
> COc1ccccc1NC(=O)/C(=C/c1cccc([N+](=O)[O-])c1)NC(=O)c1cccs1
→ -1	-6
> CCOc1cc2c(c([N+](=O)[O-])c1)NC(C(C)C)C1CC=CC21 (centres undefined)
→ 73*	1
> O=C(NC1CC1)C1=CCN(C(=O)c2ccc(F)cc2)CC1
→ 6	-6
> O=C1CSC(c2cccnc2)N1c1ccc(Cl)c(Cl)c1 (centres undefined)
→ -4	-3
> CC(=O)Nc1nc2ccc(-c3nc4ccccc4o3)cc2s1
→ 28	5
> O=C1CC(c2ccc3c(c2)OCO3)c2ccc(O)cc2O1 (centres undefined)
→ -7	-10
> COc1ccc(CNC(=O)Cn2nc([N+](=O)[O-])cc2C)cc1
→ 3	1
> O=C1OC(c2ccccc2)=C/C1=C/c1cccc([N+](=O)[O-])c1
→ 41	1
> Cn1ccnc1SCC(=O)c1ccc(O)c(O)c1
→ -6	-1
> CCCN1CCN(C(=O)c2cc3c(s2)CCN(C(C)=O)C3)CC1
→ 7	4
> Cc1nc2c(C(=O)NCCC(C)C)c[nH]n2c(=O)c1Cl
→ 50	-9
> CC(C)(C)C(=O)Nc1c2c(nn1-c1cccc(Cl)c1)CS(=O)C2 (centres undefined)
→ 5	-2
> CCN(Cc1ccccc1)S(=O)(=O)Cc1ccccc1
→ -9	-6
> CCN1CCN(Cc2c(O)ccc3c(=O)c(Oc4cc(C)cc(C)c4)c(C(F)(F)F)oc23)CC1
→ 19	-2
> O=C(NCc1ccco1)N1CC2CN(S(=O)(=O)c3cccc(F)c3)CC(C1)O2
→ -1	-7
> CC(C)C1(C)C(=O)N=C2c3ccccc3C(=O)N21 (centres undefined)
→ x	-4
> CC1(C)CC(N=Cc2c(O)c3ccccc3oc2=O)CC(C)(C)N1
→ 0	-4
> COc1ccc(C)cc1-n1cnc2cc(C(=O)O)ccc21
→ -6	2
> O=C(/C=C1\Sc2ccccc2N(Cc2ccc(F)cc2)C1=O)NC1CCCCC1
→ -19	33
> CCOc1ccccc1NC(=O)CCS(=O)(=O)c1cccs1
→ -2	-4
> N=C1/C(=C/c2ccc(-c3cccc(C(=O)O)c3)o2)C(=O)N=C2SC(C(F)(F)F)=NN12
→ 11	-1
> COCCNC(=O)N1CCC(c2nnc(C(F)(F)F)o2)CC1
→ -14	1
> CCc1ccc(OCC(=O)Nc2cccnc2)cc1
→ -1	-8
> CCOc1ccc(NC(=O)CC2Nc3ccccc3NC2=O)cc1 (centres undefined)
→ 9	-2
> Cc1nc(-c2ccncc2)nc2c1CCC(=O)N2CC1CCCCC1
→ 1	-6
> COc1ccc(C)cc1NC(=O)c1cc2n(n1)CCCN(Cc1ccccc1)C2=O
→ 4	-4
> Cc1c(C(=O)Nc2ccc(F)cc2)oc2ccc(S(=O)(=O)N3CCCCC3)cc12
→ -8	-7
> Cc1cccc(NC(=O)C2CCCN(c3cc(=O)n(C)c(=O)n3C)C2)c1 (centres undefined)
→ 20	2
> Cc1nnnn1CC(=O)Nc1ccccc1[N+](=O)[O-]
→ 0	-8
> C=CCSc1nnc(-c2ccccc2N)c(=O)[nH]1
→ 99*!	-6&-10&1
> COc1cc(C2C=C(c3ccc(Cl)cc3)Nc3nnnn32)cc(OC)c1OC (centres undefined)
→ 29	-5
> O=C1C(=O)N(c2ncccn2)C(c2ccccc2)C1=C(O)c1ccc(Cl)cc1 (centres undefined)
→ -3	-1
> CCN(CC)Cc1c(O)ccc2c1OC(=Cc1ccccc1Br)C2=O
→ 46	2
> Cc1nc(-c2ccc(C(=O)Nc3ccc(C)c(F)c3)cc2)cs1
→ -6	-1
> O=C1C2C3C=CC(O3)C2C(=O)N1c1ccccc1[N+](=O)[O-] (centres undefined)
→ 4	4
> COc1ccccc1NC(=O)CN1CCC(c2nc(-c3ccc(C)cc3)no2)CC1
→ 6	-1
> C=CCN1CN=C(NS(=O)(=O)CCCC)NC1
→ -4	0
> O=C(Nc1cccc2ncccc12)c1cccc(Br)c1
→ 3	-4

# Later entries:
# The line under a structure holds: mHTT-CaM PPI inh	Pf apPOL inh
> CCc1ccc(CNC(=O)CN2C(=O)NC3(CCC(C)CC3)C2=O)cc1 (centres undefined)
→ -2	-6
> COc1ccc(NC(=O)CN2CCC3(CC2)N=C(c2ccccc2)C(=O)N3)cc1OC
→ 8	1
> COc1ccc2c(c1)CNC2CS(=O)(=O)NC1CCCC1 (centres undefined)
→ 19	-17
> CNCc1cccs1
→ -5	x
> Cc1ccc(NC(=O)C2Oc3ccccc3NC2=O)nc1 (centres undefined)
→ -2	-2
> CC(C)n1c(=O)c(NCc2cc(F)ccc2F)nc2ccncc21
→ -3	3

# The list is partial; count on the stated rates, not on these rows.
